FBW7 act: FBW7 E3 ligase activators, primary screen, biochemical, AlphaScreen, human. AlphaScreen FBW7–phospho-cyclin E peptide binding, activator screen. normalized activity (activation), % at 26.1 µM. F-box/WD repeat-containing protein 7 (Homo sapiens), Q969H0. AID 1259310, 2017. hit rate 0.13% among 650,000; in the data active means normalized activity above about 1.9%;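 further: purified mutant Fbw7 with reduced substrate affinity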
GPR151 ag: activators of human GPR151, primary screen, cell-based, PathHunter beta-arrestin, luminescence. G-protein coupled receptor 151 (Homo sapiens), Q8TDV0. PathHunter beta-arrestin GPR151 cells. activation, % at 11.2 µM. hit rate 1% among 650,000. AID 1508602, 2020; in the data active means activation above about 4.9%;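 further: 0% = median of compound wells and 100% = cells with positive control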
Target sequence (Q8TDV0 whole entry, looked up): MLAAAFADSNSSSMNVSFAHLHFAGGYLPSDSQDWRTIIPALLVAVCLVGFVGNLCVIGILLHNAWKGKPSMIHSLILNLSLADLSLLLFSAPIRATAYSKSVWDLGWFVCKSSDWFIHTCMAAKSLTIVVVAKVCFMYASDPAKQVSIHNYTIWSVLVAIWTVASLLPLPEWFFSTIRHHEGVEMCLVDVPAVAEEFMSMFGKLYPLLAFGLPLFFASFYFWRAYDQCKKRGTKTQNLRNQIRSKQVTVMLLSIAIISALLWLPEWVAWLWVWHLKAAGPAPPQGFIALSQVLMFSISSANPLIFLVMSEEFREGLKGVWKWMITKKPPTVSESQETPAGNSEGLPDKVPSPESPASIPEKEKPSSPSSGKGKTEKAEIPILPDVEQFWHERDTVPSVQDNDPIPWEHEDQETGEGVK
TEAD-YAP block: TEAD-YAP interaction inhibition, primary screen, TEAD-YAP interaction inhibitor project, luminescence, HEK-TIYL cells; inhibition, % at 9.12 µM; TEAD-Gal4/YAP UAS-luciferase luminescence; hit rate 1.4% among 640,000; in the data active means inhibition above about 32%;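 further: 0% = median of test compound wells and 100% = reference inhibitor wells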
MITF inh: MITF inhibitors, primary screen, biochemical, AlphaScreen, human; Microphthalmia-associated transcription factor (Homo sapiens), O75030; AlphaScreen MITF homodimerization, bead proximity signal; inhibition, % at 2.6 µM; hit rate 0.91% among 650,000; AID 1259374, 2018; in the data active means inhibition above about 50%;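 further: 0% = vehicle wells with protein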
Target sequence (O75030 whole entry, looked up): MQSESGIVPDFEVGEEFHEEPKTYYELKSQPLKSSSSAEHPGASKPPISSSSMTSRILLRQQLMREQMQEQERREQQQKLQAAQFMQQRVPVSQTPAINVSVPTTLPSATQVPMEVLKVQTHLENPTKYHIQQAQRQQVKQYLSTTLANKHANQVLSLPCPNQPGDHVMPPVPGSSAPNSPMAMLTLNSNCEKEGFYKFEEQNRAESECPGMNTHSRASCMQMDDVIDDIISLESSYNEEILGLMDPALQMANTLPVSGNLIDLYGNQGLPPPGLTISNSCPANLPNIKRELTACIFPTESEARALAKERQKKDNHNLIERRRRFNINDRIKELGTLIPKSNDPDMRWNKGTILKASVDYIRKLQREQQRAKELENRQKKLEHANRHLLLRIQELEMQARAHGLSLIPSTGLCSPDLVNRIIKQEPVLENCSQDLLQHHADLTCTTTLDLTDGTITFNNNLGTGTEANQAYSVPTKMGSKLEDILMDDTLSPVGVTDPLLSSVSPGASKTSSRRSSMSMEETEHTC
Starred values were filed as active, the others as inactive.

Start of the listing, in advance:
SMILES	FBW7 act	GPR151 ag	TEAD-YAP block	MITF inh
CCC(C)(C)NC(=O)CN(CC1CCCO1)C(=O)CNS(=O)(=O)c1ccccc1 (stereo unspecified)	0.6	-0.9	2.6	-1.4
O=C(CN(C(=O)c1ccc(Cl)nc1)C1CCCC1)NCc1ccco1	0.0	0.7	-2.2	-1.6
CC(Sc1nc(N(C)C)nc(N2CCOCC2)n1)C(=O)Nc1ccccc1 (stereo unspecified)	0.0	3.0	3.1	0.8
CC1CN(CCC(=O)NCC2COCCO2)Cc2ccccc2O1 (stereo unspecified)	-0.2	-0.6	2.3	-5.4
O=C(CCCn1c(=S)[nH]c2cc3c(cc2c1=O)OCO3)N1CCC(N2CCCCC2)CC1	-0.1	1.0	-10.3	-1.5
Cc1ccc(-c2nnc(Nc3cccc(O)c3)c3ccccc23)cc1S(=O)(=O)N(C)C	-0.2	-0.3	12.5	-3.6
Nc1nc(SCC(=O)Nc2nccs2)[nH]c(=O)c1NC(=O)c1ccco1	0.3	4.5	-10.2	12.3

This part in full, previewed entries included:
SMILES	FBW7 act	GPR151 ag	TEAD-YAP block	MITF inh
CCC(C)(C)NC(=O)CN(CC1CCCO1)C(=O)CNS(=O)(=O)c1ccccc1 (stereo unspecified)	0.6	-0.9	2.6	-1.4
O=C(CN(C(=O)c1ccc(Cl)nc1)C1CCCC1)NCc1ccco1	0.0	0.7	-2.2	-1.6
CC(Sc1nc(N(C)C)nc(N2CCOCC2)n1)C(=O)Nc1ccccc1 (stereo unspecified)	0.0	3.0	3.1	0.8
CC1CN(CCC(=O)NCC2COCCO2)Cc2ccccc2O1 (stereo unspecified)	-0.2	-0.6	2.3	-5.4
O=C(CCCn1c(=S)[nH]c2cc3c(cc2c1=O)OCO3)N1CCC(N2CCCCC2)CC1	-0.1	1.0	-10.3	-1.5
Cc1ccc(-c2nnc(Nc3cccc(O)c3)c3ccccc23)cc1S(=O)(=O)N(C)C	-0.2	-0.3	12.5	-3.6
Nc1nc(SCC(=O)Nc2nccs2)[nH]c(=O)c1NC(=O)c1ccco1	0.3	4.5	-10.2	12.3
CCNC(=O)[C@@H]1C[C@@H](NC/C(Cl)=C/c2ccccc2)CN1C1Cc2ccccc2C1	0.0	1.0	-8.9	-1.7
O=C(CNC(=O)c1ccc(Cl)cc1)OCc1ccc(Br)cc1	0.2	0.8	2.9	-5.6
CCOC(=O)c1cnc(SC)nc1Nc1ccccc1	0.5	0.6	1.8	-5.4
COc1ccccc1/C=C1\NC(=S)N(C)C1=O	0.2	1.4	8.9	15.9
NC(=O)c1nc(-c2cccc(F)c2)nc2c1[nH]c(=O)n2-c1ccc(F)cc1	1.0	-1.8	3.3	15.5
CCn1cc(CN2CCCC(CNS(=O)(=O)Cc3ccccc3)C2)cn1 (stereo unspecified)	0.2	1.5	10.2	3.0
COc1ccc(C(=O)OCC(=O)NCC(F)(F)F)cc1	0.4	-0.5	-7.1	16.7
COc1cc2c(cc1OC)C(COc1ccc([N+](=O)[O-])cc1)NCC2 (stereo unspecified)	-0.2	0.1	6.2	-0.9
CCn1c(SCC(=O)NC(C)(C)C)nnc1-c1cccs1	0.4	-0.3	-4.5	-13.4
COc1ccc(CCNC(=O)c2nn(C)cc2Cl)cc1	-0.1	0.8	-14.2	-8.0
Cc1cc(C)n(CCCNC(=O)c2ccc(N)c([N+](=O)[O-])c2)n1	-0.1	0.7	-1.3	-1.4
CC(C)(C)C1CCc2c(sc(NC(=O)c3cc4n(n3)C(C(F)(F)F)CC(c3ccc(Cl)cc3)N4)c2C#N)C1 (stereo unspecified)	-0.1	0.4	1.4	3.2
COc1ccc2nc3sc(C(=O)N4CCCC4)c(N)c3cc2c1	0.2	0.8	-14.2	-1.1
CCOC(=O)N1CCN(C(=O)CCc2nnc(Cc3ccc(-c4ccccc4)cc3)o2)CC1	0.1	-0.3	-41.7	9.6
Fc1cc(-c2cn[nH]c2)ccc1NCC1COc2ccccc2O1 (stereo unspecified)	0.1	0.0	-62.7	11.1
CCOCC(=O)Nc1ccc(I)cc1	-0.1	1.8	-21.8	15.3
Cn1c(=O)c(=O)n(C)c2cc(S(=O)(=O)N3CCCC3C(=O)O)ccc21 (stereo unspecified)	0.1	-0.5	0.7	17.2
COc1ccc(CNC(=O)Nc2cccc(NC(=O)NCc3ccc(OC)cc3)c2)cc1	0.3	-1.1	-2.9	19.1
Cc1ccc(Cl)cc1N(C)C(=O)[C@H]1[C@@H]2C[C@@H]3[C@H]1C(=O)O[C@@H]3C2	0.1	0.2	0.8	-6.5
COc1ccc(O)c(CN2CCc3nnc(CNC(=O)C4CCCN(C)C4)n3CC2)c1 (stereo unspecified)	0.0	0.6	5.0	-8.3
N#C/C(=C/c1ccccc1[N+](=O)[O-])c1cccc(C#N)c1	0.1	-1.0	7.5	12.3
O=C(Nc1ccc(F)cc1)c1ccc(Cl)cc1[N+](=O)[O-]	0.0	0.9	4.7	6.9
COCCCN1C(=O)CC(CC(=O)NC(CC(=O)OC)C(=O)OC)(c2ccccc2)C1=O (stereo unspecified)	0.1	-0.1	-32.4	5.9
CCCCCCc1ccc(OCC(=O)O)cc1OCC(=O)O	0.1	-0.6	-2.2	-0.2
COc1ccc(CCNC(=O)CCn2c(SCC(=O)c3ccccc3)nc3ccccc3c2=O)cc1OC	-0.2	0.4	-9.8	-5.0
CN(CC(=O)NCc1ccccc1Cl)S(=O)(=O)c1ccc(Br)s1	-0.1	-1.0	-1.3	-9.3
O=C(O)C1CCCCC1C(=O)Nc1ccc(N2CCOCC2)c2nonc12 (stereo unspecified)	0.0	-0.4	-18.4	-1.0
COc1cc(NC(=O)c2sc3nc(C)nc(N4CCN(C)CC4)c3c2C)cc(OC)c1OC	-0.1	-0.4	-8.8	-3.0
CCOc1ccccc1CN(CCc1ccc2c(c1)OCO2)Cc1cccc2ccccc12	-0.1	1.1	-2.7	5.8
O=C(NCCN1CCCCC1)/C(=N\O)c1ccccc1	0.0	-0.1	-4.9	4.4
CN1CCC(NC(=O)c2cn(C)c3ccccc23)CC1	0.1	-0.5	1.1	1.1
COc1ccccc1/C=C/C(=O)NCc1ccccc1	0.2	-0.6	-5.8	13.7
COc1ccc(OC)c(C(C)NC(=O)c2ccc(Cl)cc2)c1 (stereo unspecified)	0.0	4.3	5.7	8.1
O=C(Cc1ccccc1[N+](=O)[O-])NCc1cccs1	0.2	-0.8	-35.0	8.9
O=C(CN(CCc1ccccc1)S(=O)(=O)c1ccc(Br)cc1)NCc1ccncc1	0.2	0.2	1.2	-92.9
C=CCn1c(SCC(=O)N2CCCCCC2)nc2scc(-c3ccc(OC)cc3)c2c1=O	-0.2	-0.4	5.1	-5.1
CC(C)NC(=O)c1cc2sccc2n1C	0.9	-1.3	-9.7	30.2
O=C(Nc1cccc(I)c1)c1n[nH]c(=O)c2ccccc12	0.0	-0.7	-5.1	1.4
CC(C)(C)c1ccc(S(=O)(=O)N2CCN(Cc3ccc4c(c3)OCO4)CC2)cc1	-0.1	0.6	3.1	4.3
COc1cc(Nc2cc(-c3cccc(C(C)=O)c3)nc(N)n2)cc(OC)c1OC	0.1	-0.7	-24.7	-0.2
CCCOC(=O)C1=C(C)NC2=C(C(=O)CC(c3ccccc3)C2)C1c1ccc(OCC)c(OC)c1 (stereo unspecified)	0.0	1.2	-3.6	-2.4
CCn1cc(/C=C2/C(=O)N(c3ccccc3)N=C2C)c2ccccc21	-0.7	-1.2	-6.3	26.9
COc1ccc(CNS(=O)(=O)c2ccc3[nH]c(=O)oc3c2)c(OC)c1	-0.1	0.7	6.0	5.8
Later entries.
SMILES	FBW7 act	GPR151 ag	TEAD-YAP block	MITF inh
N#Cc1ccccc1NC(=O)CSc1nnc(-c2ccco2)o1	-0.2	1.3	10.1	2.8
CCOc1ccccc1NC(=O)C1CCN(S(=O)(=O)c2c(C)[nH]c(=O)[nH]c2=O)CC1	-0.1	2.5	3.8	-3.6
C=CCn1c(N/N=C(C)/C=C\c2ccccc2)nc2c1c(=O)[nH]c(=O)n2C	0.3	0.5	-8.5	-1.5
COc1ccc(C(=O)Nc2cc([N+](=O)[O-])ccc2N2CCN(C)CC2)cc1	-0.1	-0.3	3.9	-7.1
O=C(NCCCN1CCCC1)c1ccc(CSCc2cccc(Cl)c2)o1	-0.1	1.8	0.8	13.9
CCOC(=O)C1CCN(C(=O)c2sc3ncnc(N4CCN(c5ccc(OC)cc5)CC4)c3c2C)CC1	-0.3	-1.0	-17.4	-12.1
O=C(NNC(=O)c1ccc(NC(=O)c2ccccc2)cc1)c1ccccc1	0.3	1.1	0.3	1.4
O=C(NCc1ccccc1)c1cnc(NC2CCC(O)CC2)s1 (stereo unspecified)	0.0	-0.4	-1.7	6.7
CN(C(=O)C1CC1)C(Cc1ccc(F)cc1F)C1CCN(C(=O)C2CCCO2)CC1 (stereo unspecified)	1.2	1.8	-7.5	23.1
O=[N+]([O-])c1cccc(COc2ccccc2Cl)c1	0.8	-5.5	-72.0	1.2
Cc1c(Cl)cccc1NC(=O)c1cc(-c2ccc(Br)cc2)nc2ccccc12	0.0	-0.5	-4.7	0.6
COc1ccc(-c2cc(C(=O)Nc3cc(Oc4ccc(Br)cc4)cc([N+](=O)[O-])c3)c3ccccc3n2)cc1	0.1	-1.1	-5.7	4.8
COc1ccc(CCN(C(=O)CCC(=O)O)C2CC(=O)N(c3ccc(Cl)cc3)C2=O)cc1 (stereo unspecified)	0.2	0.5	6.1	-1.9
Cc1c(N2C(=O)c3cccc4c(Cl)ccc(c34)C2=O)c(=O)n(-c2ccccc2)n1C	0.3	1.2	10.3	7.5
Nc1ccc2nc(Cc3ccccc3)sc2c1	0.0	-2.0	-16.6	11.9
CCc1ccccc1Nc1nc(N)nc(CSc2nnc(-c3ccc4c(c3)OCO4)o2)n1	-0.1	-0.8	3.7	3.6
CCOc1cc(CO)cc(I)c1OCC(=O)Nc1ccc(C)cc1	0.3	0.0	-11.2	2.9
CSc1nsc(SC)c1NC(=O)Nc1ccc([N+](=O)[O-])cc1	-0.1	0.1	3.1	-6.1
CCOc1ccc(NC(=O)Nc2ccc(C(=O)N3CCOCC3)cc2)cc1	0.0	-0.9	3.1	6.0
CCCC1(c2ccccc2)NC(=O)N(CC(=O)Nc2ccc(F)c(F)c2F)C1=O (stereo unspecified)	-0.2	0.3	6.6	-7.8
COc1ccc(/C=C(/NC(=O)c2cc(OC)c(OC)c(OC)c2)C(=O)O)cc1	0.2	-0.9	-1.3	3.8
Cc1cccc(N2C(=O)NC(=O)/C(=C/c3cc4c(cc3Br)OCO4)C2=O)c1	-0.1	-0.4	-3.6	6.4
c1cnc2ccc(Nc3cc(NC4CC4)ncn3)cc2c1	-0.1	-1.2	-49.4	1.2
O=C(NCC1CCCO1)Nc1ccc(Cl)cc1 (stereo unspecified)	0.6	2.5	-34.9	-7.8
Cc1ccc(-c2csc(N3N=C(c4cc(C)ccc4C)CC3c3cccc([N+](=O)[O-])c3)n2)cc1 (stereo unspecified)	-0.1	0.2	-6.8	6.3
O=C(Nc1ccc(F)cc1)c1ccc(S(=O)(=O)N2CCCC2)cc1	0.8	-0.1	-13.3	-0.6
CCOC(=O)c1c(NC(=O)c2cccc(Cl)c2)sc(C(=O)Nc2cc(C(F)(F)F)ccc2Cl)c1C	0.0	-0.5	3.5	5.3
CCOCc1cc(CN2CCN(c3ccccc3)CC2)c(O)c2ncccc12	-1.3	1.5	58.9*	95.3*
Cc1nc(N2CCOCC2)nc2c1CCC2	0.1	10.4*	-11.2	6.8
CCNC(=O)c1cc2c(=O)n3ccccc3nc2n(Cc2ccc(C)cc2)c1=N	1.2	0.1	6.7	17.5
Cc1nc(N2CCN(C(=O)Nc3cccc(Cl)c3)CC2)cc(-n2ccnc2)n1	-0.1	3.3	-2.6	-2.2
CC(=O)Nc1ccc(Nc2ccnc(Nc3cnccn3)n2)cc1	0.6	-0.6	-11.1	3.0
Cc1cnc(C(=O)Nc2ccc(N3CCOCC3)cc2)cn1	0.0	-0.5	-21.8	4.7
Cc1c(NC(=O)CSc2nnc(-c3cccs3)n2N)c(=O)n(-c2ccccc2)n1C	0.1	0.0	0.2	19.2
CCOC(=O)c1c(-c2ccc(C)cc2)csc1N	-0.2	0.0	-2.0	9.0
C=CCO[C@H]1[C@H](NC(=O)COC)c2ccccc2C12CCN(Cc1cccc(F)c1)CC2	-0.2	-0.4	13.7	0.2
CCN(CC)Cc1ccc(C(=O)NCC2(O)CCCCC2)c(=O)[nH]1	0.1	-0.9	-8.3	2.5
COc1cccc(C2C(C#N)=C(N)Oc3n[nH]c(C(C)(C)C)c32)c1OC(=O)N1CCOCC1 (stereo unspecified)	0.0	0.5	3.1	10.3
Cc1nnc(NC(=O)/C=C/c2ccc(C(C)(C)C)cc2)s1	0.1	0.5	0.4	7.6
Cc1nn(Cc2ccccc2)c(N)c1C#N	0.0	1.3	15.7	-3.6
COc1cc(NC(=S)NCc2cccnc2)cc(OC)c1	0.1	-1.4	0.8	8.8
Cc1ccc(C)c(NC(=O)CSc2ccnc(=O)[nH]2)c1	0.3	1.7	7.9	6.0

Copied from the list:
CCn1c(SCC(=O)NC(C)(C)C)nnc1-c1cccs1 @ FBW7 act = 0.4
Cc1ccc(-c2nnc(Nc3cccc(O)c3)c3ccccc23)cc1S(=O)(=O)N(C)C @ GPR151 ag = -0.3
CCn1cc(/C=C2/C(=O)N(c3ccccc3)N=C2C)c2ccccc21 @ TEAD-YAP block = -6.3
